All columns: NCI-60 one-dose screen, growth in % after 48 h at 10 µM unless noted; 100 = growth as untreated, 0 = no growth, -100 = all killed.
A498 – A498 renal cancer cells. 76,000 compounds, 5.4% hits
UO-31 – UO-31 renal cancer | 81,000 compounds, 5.2% hits | AID 1794768
RXF 393 – RXF 393 renal cancer cells; 77,000 compounds, 6.9% hits
786-0 – 786-0 renal cancer cells; 81,000 compounds, 5.1% hits; AID 1794775
ACHN – ACHN renal cancer. 81,000 compounds, 4.9% hits. AID 1794771
CAKI-1 – CAKI-1 renal cancer; 75,000 compounds, 4.7% hits; AID 1794772
SN12C – SN12C renal cancer cells; 81,000 compounds, 3.8% hits; AID 1794767
TK-10 – TK-10 renal cancer cells; 81,000 compounds, 3.9% hits; AID 1794769
U251 – U251 CNS tumor cells; 80,000 compounds, 5.4% hits; AID 1794753
* = called active by the depositor; . = not tested or not shown; & = joins results of further samples. Rule for the calls: active = growth percent below 10; inactive = the rest. Rows were taken by chance (roughly 12% active in at least one column).

Preview:
SMILES	A498	UO-31	RXF 393	786-0	ACHN	CAKI-1	SN12C	TK-10	U251
COc1cc(C2C=C(c3ccc(NCc4nccc(OCC(F)(F)F)c4C)cc3)NC(N)=N2)cc(OC)c1OC (stereo not drawn)	82	73	104	106	94	86	90	122	82
O=[N+]([O-])c1ccc(N/N=C/c2cccnc2)cc1	45	51	81	50	63	85	69	62	48

The whole of this part, previewed entries included:
SMILES	A498	UO-31	RXF 393	786-0	ACHN	CAKI-1	SN12C	TK-10	U251
COc1cc(C2C=C(c3ccc(NCc4nccc(OCC(F)(F)F)c4C)cc3)NC(N)=N2)cc(OC)c1OC (stereo not drawn)	82	73	104	106	94	86	90	122	82
O=[N+]([O-])c1ccc(N/N=C/c2cccnc2)cc1	45	51	81	50	63	85	69	62	48
CSCCC(NC(=O)c1ccccc1)C(=O)N/N=C1\S/C(=C/c2ccc(Cl)cc2)C(=O)N1C (stereo not drawn)	103	91	76	91	77	117	97	105	64
O/N=C(/CSc1n[nH]c(-c2ccncc2)n1)c1ccccc1	82	89	108	96	104	94	98	100	98
CC1=C/C(=N/OS(=O)(=O)c2ccc(C)cc2)CC(C)(C)C1	113	76	111	109	93	103	101	99	100
CCCCCCCCCCCCCCCCCCOCC(O)CO (stereo not drawn)	112	85	100	89	84	97	100	103	92
C/C(=C\CCc1ccsc1)CC/C=C(\C)CCCO	108	83	.	100	103	96	108	111	117
O=C(/C=C/C12c3ccccc3C(c3ccccc31)C1C(=O)NC(=O)C12)c1ccccc1 (stereo not drawn)	.	40	-13*	27	33	45	19	44	26
O=C(CCCSCCCC(=O)N/N=C/c1ccccc1)N/N=C\c1ccccc1	102	65	114	119	96	87	94	103	101
CCCCCCCCC/C(=N\N=C(N)N)c1ccccc1	.	88	117	103	101	.	98	118	96
Cc1nc2c(C)c(C(=O)Nc3ccccc3F)sc2c(=O)[nH]1	103	83	124	106	111	86	94	106	104
CCOC(=O)c1c(C)oc2ncnc(N3CCN(CC(=O)Nc4ccc(C)cc4)CC3)c12	.	77	105	101	99	81	91	106	101
O=C(c1cc(=O)[nH]c(=O)[nH]1)N(CCO)CCO	123	83	97	105	108	96	106	113	99
NC(=O)CNC(=O)c1ccccc1	108	85	112	101	100	98	105	101	101
COc1ccc2c(c1)c(-c1nnc(N)nc1-c1cn(C)c3ccccc13)cn2C	.	71	93	91	94	76	93	94	102
O=[N+]([O-])c1cccc(Cn2cnc3c(=S)nc[nH]c32)c1	98&63	82&99	115&101	124&109	93&100	99	106&111	119&110	100&111
CN(Cc1ccccc1)c1ncnc2[nH]ncc12	.	87	118	95	103	116	97	108	103
CCCCCCCCCCCCSC(=N)N	81	-27*	21	-38*	-13*	-7.7*	51	87	-10*
COc1ccc(-c2[nH]c(=S)ncc2-c2ccc(Cl)cc2)c(O)c1	83	70	111	102	102	109	99	103	92
C=CCNC(=O)c1ccccc1SC(C)=O	91	106	101	97	100	110	97	127	95
COc1ccc(/C=N/N=C2/C(=O)Nc3ccc(OC)cc32)c(OC)c1	89	92	107	110	108	95	112	118	108
COc1cc(CNC(=O)/C=C/C=C/c2ccc3c(c2)OCO3)ccc1OCC(=O)NO	.	82	90	104	93	91	94	103	96
OCc1ccc(CO)cc1	94	103	114	126	97	102	99	107	97
COc1ccc(N=Nc2c(N)n[nH]c2N)cc1	86&106	98&94	118	94&103	106&103	101&94	101&98	109&100	100&100
Cc1ccc(N2C(=O)/C(=C3\SC(=S)N(c4ccc(C)cc4)C3=O)SC2=S)cc1	108	81	109	105	103	90	95	107	97
COc1ccc(-c2nc(SCC(=O)Nc3nc(-c4ccc(Cl)cc4)cs3)[nH]c(=O)c2C#N)cc1	75	93	93	98	100	94	94	116	96
O=C(O)CCC(=O)c1ccccc1	.	98	106	100	105	94	98	109	95
COc1cc(-c2nc(SC(C)C)nc(Nc3ccccc3C)c2C#N)cc(OC)c1OC	88	86	120	108	101	94	104	.	108
Oc1cccc(-c2nc(-c3nn(CN4CCOCC4)c(=S)o3)cc3c2[nH]c2ccccc23)c1	114	96	141	100	99	100	.	97	102
COc1ccc2c(c1)CCCC2(O)C#CC1(O)CCCc2cc(OC)ccc21 (stereo not drawn)	93	77	106	111	94	95	92	116	98
CC(=O)C(CCC(=O)O)(CCC(=O)O)C(C)C	96	89	105	99	103	109	110	103	111
c1ccc(-c2nc(N3CCN(C(c4ccccc4)c4ccccc4)CC3)c3ccccc3n2)cc1	.	93	109	106	106	91	100	121	102
COc1ccccc1N=c1scc(C)n1C	97	86	106	95	103	95	101	98	96
Cc1cccc[n+]1CCCC[n+]1ccccc1C	123	92	119	98	107	90	104	96	96
Cc1ccc(S(=O)(=O)N(C)c2ccccc2C(N)=O)cc1	102	98	95	98	102	97	96	99	97
Cc1nn(-c2ccccc2)c2nc(C)n(/N=C/c3cccc([N+](=O)[O-])c3)c(=O)c12	71	75	87	95	91	72	98	99	.
COC(=O)Cc1ccccc1C(=O)OC	.	88	119	.	112	100	105	103	104
COC(=O)/C(=C\c1ccncc1)c1cccc2ccccc12	85	83	120	94	107	91	93	115	101
CC(C)NC(=O)C1(N2C(=O)c3ccccc3C2=O)CCCC1	93	91	107	92	111	107	92	98	100
COc1cccc(Br)n1	94	91	114	104	112	100	106	110	100
N#Cc1cnn2c1ncc1ccccc12	112	83	114	112	99	88	100	103	106
C#CCOc1ccccc1C(Nc1ccccc1Br)c1nnnn1C1CCCCC1 (stereo not drawn)	103	71	91	81	88	47	85	103	94
O=C1C(=Cc2ccc3cccc(Cl)c3n2)C(=O)c2ccccc21	118	53	113	109	89	80	96	141	110
COc1ccc(C2Nc3n[nH]c(-c4ccccc4)c3C(=O)CS2)cc1 (stereo not drawn)	93	78	95	87	94	80	99	107	98
COC(=O)[C@]12CCC(C)(C)C[C@H]1C1=CC[C@@H]3[C@@]4(C)C/C(=C/c5cccnc5)[C@H](O)C(C)(C)[C@@H]4CC[C@@]3(C)[C@]1(C)CC2	129	97	129	106	101	84	110	142	100

Laid out differently: entries from further up
Compound | A498 | UO-31 | RXF 393 | 786-0 | ACHN | CAKI-1 | SN12C | TK-10 | U251
COc1cc(C2C=C(c3ccc(NCc4nccc(OCC(F)(F)F)c4C)cc3)NC(N)=N2)cc(OC)c1OC (stereo not drawn) | 82 | 73 | 104 | 106 | 94 | 86 | 90 | 122 | 82
COc1ccc(C2Nc3n[nH]c(-c4ccccc4)c3C(=O)CS2)cc1 (stereo not drawn) | 93 | 78 | 95 | 87 | 94 | 80 | 99 | 107 | 98
N#Cc1cnn2c1ncc1ccccc12 | 112 | 83 | 114 | 112 | 99 | 88 | 100 | 103 | 106
NC(=O)CNC(=O)c1ccccc1 | 108 | 85 | 112 | 101 | 100 | 98 | 105 | 101 | 101
COc1ccc(/C=N/N=C2/C(=O)Nc3ccc(OC)cc32)c(OC)c1 | 89 | 92 | 107 | 110 | 108 | 95 | 112 | 118 | 108
O=[N+]([O-])c1cccc(Cn2cnc3c(=S)nc[nH]c32)c1 | 98&63 | 82&99 | 115&101 | 124&109 | 93&100 | 99 | 106&111 | 119&110 | 100&111

Continuation:
SMILES	A498	UO-31	RXF 393	786-0	ACHN	CAKI-1	SN12C	TK-10	U251
CN(C)C1CCN(Cc2ccc(NC(=O)c3cncc(C#Cc4cnc(N)c5ncccc45)c3)cc2C(F)(F)F)CC1	85	89	19	-79*	-91*	78	93	128	-52*
Cc1ccc(S(=O)(=O)n2ccnc2)cc1	96	90	96	138	104	75	107	93	101
Cc1csc(N/N=C/c2ccncc2)n1	85	95	99	88	103	100	98	91	84
COc1cc(/C=C2\C(=O)Nc3ccc(Br)cc32)cc(OC)c1OC	56	55	-14*	85	79	42	81	83	51
CCOC(=O)c1nn(-c2ccc(S(N)(=O)=O)cc2)c2nc(C)cc(=O)n12	88	86	104	96	108	91	97	95	99
COc1ccc(OC)c(N(CCN2C(=O)c3ccccc3C2=O)C(=O)CCl)c1	72	-92*	59	39	79	30	90	110	61
O=C(c1ccc(O)cc1)C1[C@H](c2ccc(Br)cc2)[C@@H](c2ccccc2)NC12C(=O)Nc1ccccc12 (stereo partly drawn)	37	19	-16*	16	6.9*	23	23	36	22
c1nc2c([nH]1)CNCC2	95	92	86	.	101	96	103	97	101
O=Cc1c(OCc2cnnn2CC(=O)Nc2ccccc2Cl)ccc2ccccc12	101	75	95	102	93	96	97	117	96
Nc1cc2c(cc1Cl)-c1ccc([N+](=O)[O-])cc1/C2=N\O	.	33	104	91	63	56	88	49	68
O=C(CC(C(=O)c1ccccc1)c1ccccc1)c1ccccc1 (stereo not drawn)	87	57	108	101	96	83	85	98	97
O=C1CN2CCC1C/C2=C\c1ccnc2c(Cl)cccc12 (stereo not drawn)	159	76	107	103	91	94	94	127	98
COc1ccccc1OCc1ccccc1	.	92	109	106	102	101	91	100	94
COc1nc2c(c(=O)n1C)CN(Cc1ccccc1)C(=O)C(c1ccccc1)N2 (stereo not drawn)	90	75	95	98	99	85	96	.	88
N#CC(c1ccc(N)cc1)c1ccc(F)cc1 (stereo not drawn)	84	81	105	99	94	93	101	102	97
Cc1ccc(S(=O)(=O)Nc2ccc(I)cc2)cc1	93	81	98	93	100	95	102	94	96
O=C(O)CCN1C(=O)/C(=C/c2cc3cc4c(cc3nc2Cl)OCCO4)SC1=S	164	73	123	118	99	96	91	183	98
CC(C)CN(C(=O)c1ccc(Cl)cc1)c1c(N)n(CC(C)C)c(=O)[nH]c1=O	108	98	.	91	101	50	88	125	99
CC(=O)N(CC(=O)O)c1ccccc1	96&106	88&89	104&111	110&95	100&108	124&103	95&107	100&85	95&95
CS(=O)(=O)Nc1ccc(Nc2c3ccccc3nc3cc(N)ccc23)cc1	57	29	64	2.4*	25	20	5.3*	62	3.3*
COc1ccc2cc(-c3ccc(C(=O)N/N=C/c4ccc(O)cc4)c(C)n3)ccc2c1	78	59	94	90	77	80	98	92	93
Cc1c(C(C)(C)C)cc(C(C)(C)C)c2c1CN(C)CO2	106	97	122	105	.	.	107	102	109
CCOC(=O)/C(=C/c1ccc(OC)cc1)N(CC)CC	109	93	107	103	113	103	102	107	99
COc1ccc(/C(CSc2nnc(-c3cnccn3)n2-c2ccccc2)=N/O)cc1	96	64	108	101	91	93	94	116	92
O=NN(CCCl)C(=O)Oc1cc(Cl)c(Cl)cc1Cl	99	79	104	95	98	88	97	100	93
COc1ccc(C(=O)c2cc3c(N)c(C(=O)Nc4cccc(Cl)c4C)sc3nc2C)cc1	-12*	22	.	29	24	16	20	51	14
CCC(C)N(CCNc1cc(OC)cc2cccnc12)CC(C)C (stereo not drawn)	93	67	122	117	86	94	101	101	99
COc1cc(-n2cc(C#N)c(N)c2C(=O)c2ccc(Br)cc2)cc(OC)c1OC	.	84	96	91	103	88	92	88	97
CN(C)CC(=O)c1ccc2cc(Cl)c3ccccc3c2c1	.	86	93	99	94	.	96	104	89

Compound profiles, from the list above:
CC(C)CN(C(=O)c1ccc(Cl)cc1)c1c(N)n(CC(C)C)c(=O)[nH]c1=O across the screens: A498: 108; UO-31: 98; RXF 393: .; 786-0: 91; ACHN: 101; CAKI-1: 50; SN12C: 88; TK-10: 125; U251: 99
COc1ccc(/C(CSc2nnc(-c3cnccn3)n2-c2ccccc2)=N/O)cc1 across the screens: A498: 96; UO-31: 64; RXF 393: 108; 786-0: 101; ACHN: 91; CAKI-1: 93; SN12C: 94; TK-10: 116; U251: 92

High-throughput results deposited in PubChem by NCI.
